# HT1080 IDH1KD tx = HT-1080 IDH1 knockdown cell toxicity (counter line) | HT-1080 IDH1 knockdown viability, ATP luminescence, 48 h | Potency, µM (highest dose often 46.1 µM), for the others: at the top dose activity, negative = toxicity, actives largely listed as cytotoxic | hit rate 2% among 360,000;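 further: potency means the concentration at half of the fitted maximal effect; 0% = DMSO wells and -100% = cell-free medium wells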
#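 After a 2 h attachment period, IDH1KD HT-1080 cells took pin-transferred compound for 48 h at 37 °C; ATP-based luminescence after 10 min room-temperature reagent incubation reported viability.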
# SW480 rereplic = DNA re-replication induction in SW480 cells. SW480 DNA re-replication, Hoechst DNA content imaging, 48 h. Potency, µM (titrated, usually from 46.1 µM), inactives show at the highest dose re-replication activation, usual class: activators. hit rate 1.8% among 340,000; further: potency means the concentration at half of the fitted maximal effect; % of control where 0% means no effect; nearly all actives have a fitted effect of over 55% in size
#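 Hoechst fluorescence of nuclei (405 nm excitation, 500-530 nm emission) measured by plate-scanning imager after 48 hr compound exposure at 37 C; re-replication scored as increased number of nuclei with elevated intensity.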
# KB-3-1 tox = kills parental KB-3-1 adenocarcinoma cells. KB-3-1 viability, CellTiter-Glo ATP luminescence, 72 h. Potency, µM (titrated, usually from 46.1 µM), inactives show top-dose activity change, negative = cytotoxic, most hits filed as cytotoxic. hit rate 1.4% among 400,000. AID 1347075; further: potency means the concentration at half of the fitted maximal effect; on the % scale 0 is the no-effect control and ±100 the full control effect; nearly all actives have a fitted effect of over 60% in size
#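 Viability of parental KB-3-1 cells, measured by CellTiter-Glo luminescence, followed a 72 h incubation at 37 °C with pinned compounds in phenol-red-free DMEM containing 10% FBS.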
# MCF10A rerep = DNA re-replication induction in MCF 10a cells | Potency, µM (top dose mostly 46.1 µM), for inactives: at the highest dose activity, positive = re-replication, usual class: activators | MCF 10A DNA re-replication, Hoechst nuclear intensity, 48 h | hit rate 2.9% among 350,000 | AID 624296; further: potency means the concentration at half of the fitted maximal effect; % of control where 0% means no effect; nearly all actives have a fitted effect of over 50% in size
# GLP1R cytotox = cytotoxic in the GLP-1 receptor inverse agonist counter-screen. HEK293 cAMP-luciferase reporter cells, luminescence, 24 h. Potency, µM (top dose mostly 38.3 µM), inactives show at the top dose activity change, negative = inhibition, hits mostly inhibitors. hit rate 0.13% among 410,000;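 further: loss of luciferase light is scored as toxicity; potency means the concentration at half of the fitted maximal effect; on the % scale 0 is the no-effect control and ±100 the full control effect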
#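 To flag toxic compounds, the library was rerun on cells for 24 hr at 37 deg C and 5% CO2. Viability-linked luminescence was captured 12 min after adding luciferase detection reagent.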
# KB-V1 MDR tox = kills drug-selected multidrug resistant KB-V1 cells. KB-V1 MDR cells viability, CellTiter-Glo, 72 h. Potency, µM (highest dose often 46.1 µM), inactives show top-dose activity change, negative = cytotoxicity, hits mostly cytotoxic. AID 1347076. hit rate 3.4% among 400,000; further: potency means the concentration at half of the fitted maximal effect; on the % scale 0 is the no-effect control and ±100 the full control effect; nearly all actives have a fitted effect of over 60% in size
#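 Readout: CellTiter-Glo luminescence, 10 min after addition. Cells: KB-V1 MDR subline, 72 h at 37 degrees C with compound. Analysis: corrected, normalized data fitted to concentration-effect curves.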
# IL-1B inflam inh = inhibitors of inflammasome signaling (IL-1 beta secretion). THP-1 LPS/ATP IL-1B secretion, AlphaLISA, 16 h; active compounds read low. activity change, % at 57.5 µM. hit rate 4.7% among 360,000. AID 743279; in the data active means activity change below about -50%; inconclusive means mostly about -30% to -49%; further: on the % scale 0 is the no-effect control and ±100 the full control effect
#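 Secreted IL-1B measured by AlphaLISA bead assay after 16 h compound exposure of THP-1 cells; compounds (final up to 57.5 uM) added 1 h before LPS (250 ng/mL) and ATP (1.25 mM) stimulation; lower signal means less secretion.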
# D3 ag = agonists of human D3 dopamine receptor. max activation, %. P35462. D3R DiscoveRx beta-arrestin cells, luminescence, 90 min. hit rate 0.58% among 410,000; in the data active means max activation above about 30%; further: 0% is about no effect; mostly tested at two doses, the higher about 12 µM
# Target sequence (P35462 whole entry, looked up): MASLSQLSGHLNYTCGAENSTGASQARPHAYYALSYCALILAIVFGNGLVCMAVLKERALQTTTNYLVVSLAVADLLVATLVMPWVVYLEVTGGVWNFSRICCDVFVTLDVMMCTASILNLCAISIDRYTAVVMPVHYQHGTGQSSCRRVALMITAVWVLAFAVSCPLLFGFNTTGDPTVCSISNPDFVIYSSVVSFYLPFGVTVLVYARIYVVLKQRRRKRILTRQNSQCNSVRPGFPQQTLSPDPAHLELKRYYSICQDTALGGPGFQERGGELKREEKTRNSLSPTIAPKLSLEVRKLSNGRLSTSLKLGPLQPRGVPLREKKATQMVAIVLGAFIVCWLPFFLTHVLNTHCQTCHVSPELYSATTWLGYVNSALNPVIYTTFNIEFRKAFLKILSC
#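 Cells at 1500/well, incubated overnight, then treated with pinned compounds (dopamine as control) for 90 min at 37 degrees C. DiscoveRx reagent added for 30 - 60 minutes at room temperature; luminescence read.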
# HT1080-NT tox = kills 2HG-producing HT-1080-NT fibrosarcoma cells; hit rate 1.6% among 360,000; AID 686970; HT-1080-NT fibrosarcoma viability, CellTiter-Glo ATP luminescence, 48 h; Potency, µM (doses to about 46.1 µM), for the others: at the highest dose activity, negative = less viability, usual class: cytotoxic;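 further: NT is the 2HG producing partner of a matched IDH1 knockdown line; potency means the concentration at half of the fitted maximal effect; 0% = DMSO-treated cells and -100% = media-only wells without cells; nearly all actives have a fitted effect of over 55% in size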
#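 Read-out is CellTiter-Glo luminescence after 10 minutes at room temperature, following 48 hours' compound treatment of HT-1080-NT cells (750 cells/well, RPMI, 5% FBS, 37 degrees C).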
# The depositor's hits bear a star; i = inactive; ? = inconclusive; . = no result given; [ ] = another dose, or the depositor's remark. Unless noted, the call rests on the fitted dose curve; in most records, active means well fitted curve in the direction sought with a large enough effect; inconclusive means small, poorly fitted or top-dose-only effect, or another doubt; inactive means no such curve, though single readings can be large; an effect the other way counts as inactive or inconclusive. An unsorted share of the library; overall some 11% were active at least once.
# Second line of a record – HT1080 IDH1KD tx	SW480 rereplic	KB-3-1 tox	MCF10A rerep	GLP1R cytotox	KB-V1 MDR tox	IL-1B inflam inh	D3 ag	HT1080-NT tox
O=C(CN1C(=O)C(=O)c2ccccc21)c1ccccc1
    9%	?	5%	7%	-3%	0%	12	-7	1%
CCOC(=O)c1sc(NC(=O)CSc2nnc(-c3ccco3)n2CC)c(C(=O)OCC)c1C
    0%	3%	-4%	?	-11%	-25%	?	4	0%
Cn1cc([N+](=O)[O-])c(C(=O)Nc2ccc(-c3nc4ccccc4[nH]3)cc2)n1
    ?	?	?	21%	8%	0%	-12	2	?
Cc1cccc(C(=O)NCCNC(=O)c2ccco2)c1
    16%	-6%	-6%	40%	2%	0%	-9	-18	0%
O=C(Nc1ccc2c(c1)OCCO2)c1ccc2ccccc2n1
    -17%	-4%	9%	12%	6%	?	-8	2	0%
COCCNC(=O)C1CCCN(C(=O)c2cccnc2Oc2ccccc2)CC1 (stereo not given)
    6%	.	0%	.	4%	2%	-9	6	27%
CC(CCc1ccccc1)NC(=O)COc1cc(F)ccc1[N+](=O)[O-] (stereo not given)
    0%	6%	-7%	6%	9%	-5%	8	2	-4%
Cc1cc(C)cc(NC(=O)Cn2c(=O)n(CC(=O)NCCc3ccccc3)c(=O)c3ccccc32)c1
    .	.	0%	.	4%	7%	.	-11	.
CN(CC(=O)Nc1ccc2c(c1)OCCO2)S(=O)(=O)c1cccc2cccnc12
    8%	1%	-1%	1%	-33%	-7%	-10	5	-1%
CCOC(=O)C1=C(Cn2cnc3ccccc32)NC(=O)NC1c1ccc(OC)cc1 (stereo not given)
    -25%	14%	2%	-18%	-9%	8%	-9	-9	-15%
CCCCCCCCSc1nnc(/N=C/N(C)C)s1
    3%	?	-2%	17%	0%	25%	16	-14	-5%
CCOc1ccc2oc(C(=O)O)c(C)c2c1
    0%	4%	4%	-1%	9%	8%	-10	-8	13%
COc1cc(/C=N/NC(=O)c2cccc3ccccc23)ccc1OCC(N)=O
    -1%	-7%	6%	0%	4%	8%	65	10	-8%
O=C(O)c1sc(C(=O)O)c(-c2ccccc2)c1-c1ccccc1
    -1%	.	0%	.	0%	21%	3	2	0%
CCOC(=O)c1cc([N+](=O)[O-])cc([N+](=O)[O-])c1Sc1ncnc2nc[nH]c12
    4.6µM*	12µM*	?	?	-43%	?	-100*	-25	4.6µM*
CC(C)N(C)CCOC(=O)c1ccccc1Br
    11%	-1%	11%	3%	0%	10%	-4	-34	5%
CCOC(=O)c1cnc2c(c(C)nn2CC)c1NC1CC1
    -28%	-2%	17%	1%	-3%	?	-9	6	-8%
O=C(Nc1ccc(O)cc1)c1cc2n(n1)C(C(F)(F)F)CC(c1ccco1)N2 (stereo not given)
    ?	?	10µM*	?	?	?	12	-9	?
COc1cccc(-n2nnc3c(=O)n(CC(=O)NCC4CCCO4)cnc32)c1 (stereo not given)
    12%	-15%	15%	0%	1%	0%	8	-2	6%
COc1ccc(NC(C)=O)cc1NC(=O)c1cccc(S(=O)(=O)N2CCN(Cc3ccccc3)CC2)c1
    15%	0%	-12%	1%	-16%	16µM*	-4	1	-2%
Cc1noc(C)c1COc1cccc(C(=O)Nc2ccc(OCc3ccccc3)cc2)c1
    -26%	3%	-27%	7%	-23%	-11%	-1	5	-4%
CC(C)C1N(C(=O)CN2CCCCC2)CCN1S(=O)(=O)c1ccccc1 (stereo not given)
    5%	-9%	6%	1%	-1%	1%	-7	5	1%
CCOC(=O)N1CCN(C(=O)CCc2ccccc2)CC1
    7%	-9%	3%	-10%	5%	-2%	5	0	8%
O=C(CSc1ccc(Br)cc1)NCC1CCCO1 (stereo not given)
    19%	0%	?	-15%	2%	-2%	-3	0	5%
FC(F)(F)c1ccccc1NC(=S)N1CCN(c2ccccn2)CC1
    -7%	-2%	-16%	-4%	-41%	-1%	9	5	-16%
CCOC(=O)COc1ccc(S(=O)(=O)NCc2ccncc2)cc1
    ?	4%	?	2%	-10%	6%	-27	20	?
CS/C(=C\[N+](=O)[O-])Nc1ccc(OC(F)(F)F)cc1
    ?	?	?	?	-8%	0%	0	10	?
COc1ccccc1Nc1ccc(NC(=O)c2cccc([N+](=O)[O-])c2C)cc1
    -16%	38%	18µM*	-1%	?	?	-27	1	-24%
Cc1ccc(NC(=O)N2CCN(C)c3ncccc32)cc1C
    .	.	1%	.	-8%	0%	.	2	.
COc1ccc(CNC(=O)c2sc(=O)n(Cc3cc(Cl)ccc3OC)c2C)cc1
    -1%	.	-13%	.	-12%	?	-19	-2	-4%

# Single entries from the entries so far:
# Entry for `CC(CCc1ccccc1)NC(=O)COc1cc(F)ccc1[N+](=O)[O-]` (stereo not given) under HT1080 IDH1KD tx: 0%
# Entry for `Cc1cc(C)cc(NC(=O)Cn2c(=O)n(CC(=O)NCCc3ccccc3)c(=O)c3ccccc32)c1` under KB-V1 MDR tox: 7%

# The list goes on:
# Second line of a record – HT1080 IDH1KD tx	SW480 rereplic	KB-3-1 tox	MCF10A rerep	GLP1R cytotox	KB-V1 MDR tox	IL-1B inflam inh	D3 ag	HT1080-NT tox
CC1CC(=O)C2=C(C1)OC(N)=C(C#N)C2c1coc2ccccc2c1=O (stereo not given)
    -9%	-1%	?	-3%	7%	?	43	-1	8%
O=C(COC(=O)c1cncc(Br)c1)NCc1ccccc1Cl
    17%	?	-7%	6%	5%	4%	5	10	6%
CCCc1cc(C(=O)Nc2cccc(-c3nn[nH]n3)c2)sc1C
    9%	.	0%	.	2%	-4%	6	-5	18%
CCOc1cc(-c2nc(-c3ccc(C)nc3OC)no2)cc(OCC)c1OCC
    11%	-5%	-3%	2%	-1%	-29%	0	-1	1%
O=C(Nc1ccc(N2CCOCC2)cc1)c1cn2ccccc2n1
    ?	4%[9.22 µM]	-36%	8%	12%	-25%	-14	-2	-25%
Cc1ccc(Nc2cc(C)nc(N3CCOCC3)n2)c(C)c1
    9%	1%	0%	?	4%	-1%	17	2	-4%
CC(=O)c1cccc(N(CC(=O)Nc2ccc(S(=O)(=O)N3CCOCC3)cc2)S(C)(=O)=O)c1
    -11%	-14%	2%	-2%	-4%	2%	i	2	-8%
CCC(=O)OC1CSc2nc3ccccc3n2C1 (stereo not given)
    0%	-16%	11%	6%	1%	-4%	4	0	-1%
CCOCCOC(=O)C1=C(C)NC(=O)NC1c1ccc2c(c1)OCO2 (stereo not given)
    -2%	-10%	-15%	5%	-4%	-2%	-7	11	1%
CC(C)(C)OC(=O)C[C@H]1C/C=C\C[C@H](CC(=O)N[C@@H](CO)Cc2ccccc2)C(=O)N[C@H](C(C)(C)C)COC1=O
    0%	?	0%	-1%	1%	0%	-22	16	2%
COc1ccc(-n2nnnc2CNC(=O)c2c(-c3ccccc3Cl)noc2C)cc1
    -2%	.	1%	.	-9%	2%	-11	-4	0%
COc1ccc(NC(=O)CSc2nnc(Cc3ccc(C)cc3)c(=O)n2N)cc1OC
    1%	-17%	14%	8%	7%	12%	-12	4	1%
Cc1c(C(=O)NCc2cccnc2)oc2ccc(S(=O)(=O)N3CCC4(CC3)OCCO4)cc12
    -6%	-5%	-12%	1%	12%	?	-12	5	5%
Cc1ccc2c(c1)[C@H]1[C@H](CO2)[C@H](c2ccccc2)[C@]2(C)C(=O)N(Cc3ccccc3)CC(=O)N12
    -10%	11%	?	14%	-3%	?	-14	0	-3%
COc1ccccc1NC(=O)CN1CCN(CC(=O)Nc2ccc(F)cc2)CC1
    0%	-6%	1%	1%	-9%	-16%	-10	1	-2%
Cc1c(C(=O)NCc2ccccc2C(F)(F)F)sc(=O)n1Cc1ccc(S(=O)(=O)N(C)C)cc1
    -24%	.	?	.	8%	8.2µM*	-20	2	-10%
COc1ccc(/C=C(\C)C(=O)c2c(C)cc(C)[nH]c2=O)cc1
    0%	-7%	-5%	0%	-1%	-4%	?	21	-3%
CC(=NNC(=S)N1CC2CCC(CC2)C1)c1ccccn1
    -17%	.	?	.	6.3µM*	?	41	7	-23%
CCOC(=O)c1c(S(=O)(=O)NCC(=O)Nc2ccc(Cl)c(C(F)(F)F)c2)c(C)n(C)c1C
    .	.	-7%	.	-15%	-4%	.	-14	.
c1ccc(-c2cnnc(SCc3cn4cccnc4n3)n2)cc1
    -6%	-13%	16%	?	-9%	1%	-11	4	-1%
Cc1ccc(C)c(NC2=NC3(CCCCC3)N=C(N)N2)c1
    0%	-5%	18µM*	3%	7%	-11%	-25	-21	2%
O=C(Cn1c(=O)n(-c2ccccc2)c(=O)c2c3c(sc21)CCCC3)Nc1ccc(F)cc1F
    .	.	2%	.	3%	21%	.	4	.
CC1CCN(S(=O)(=O)c2cn(CC(=O)N3CCN(c4cccc(C(F)(F)F)c4)CC3)cn2)CC1
    -22%	11%	-9%	3%	-21%	7%	0	6	-1%
O=C(Cc1cccs1)NNC(=O)c1ccccc1Cl
    16%	-22%	-11%	-2%	10%	0%	0	-6	9%
CC1(C)CC(=O)C=C(c2ccc(-c3ccccc3)cc2)C1
    29%	8%[9.22 µM]	11%	-3%	2%	9%	0	2	24%
O=C(c1ccccc1)N1CCN(CC2CC=CCC2)CC1 (stereo not given)
    19%	3%	-4%	-177%[0.0737 µM]	-2%	14%	-23	-4	2%
NC1=NN=C(c2ccc3c(c2)OCCO3)CS1
    ?	1%	-7%	?	-10%	-14%	-12	-2	-24%
CCOc1ccccc1-n1ccnc(NCc2ccc(F)cc2)c1=O
    .	.	3%	.	-3%	?	.	5	.
Fc1ccc(CNCc2ccccc2C(F)(F)F)cc1
    4%	18µM*	12%	-1%	-2%	0%	2	-1	2%
